High-throughput results (PubChem)
KDM5B inh = inhibitors of human KDM5B histone demethylase | Potency, µM (doses to about 57.7 µM), for the others: at the highest dose activity change, negative = inhibition, hits mostly inhibitors | Q9UGL1 | hit rate 2.6% among 220,000 | KDM5B demethylase, FDH-coupled NADH fluorescence (FDH is formaldehyde dehydrogenase) | AID 1347165; active = well fitted inhibition curve with a large enough effect; inconclusive = small, poorly fitted or top-dose-only effect; inactive = no such curve, though single readings can be large or run the other way; note: 0% is about no effect; nearly all actives have a fitted effect of over 70% in size
Target sequence (Q9UGL1 whole entry, looked up): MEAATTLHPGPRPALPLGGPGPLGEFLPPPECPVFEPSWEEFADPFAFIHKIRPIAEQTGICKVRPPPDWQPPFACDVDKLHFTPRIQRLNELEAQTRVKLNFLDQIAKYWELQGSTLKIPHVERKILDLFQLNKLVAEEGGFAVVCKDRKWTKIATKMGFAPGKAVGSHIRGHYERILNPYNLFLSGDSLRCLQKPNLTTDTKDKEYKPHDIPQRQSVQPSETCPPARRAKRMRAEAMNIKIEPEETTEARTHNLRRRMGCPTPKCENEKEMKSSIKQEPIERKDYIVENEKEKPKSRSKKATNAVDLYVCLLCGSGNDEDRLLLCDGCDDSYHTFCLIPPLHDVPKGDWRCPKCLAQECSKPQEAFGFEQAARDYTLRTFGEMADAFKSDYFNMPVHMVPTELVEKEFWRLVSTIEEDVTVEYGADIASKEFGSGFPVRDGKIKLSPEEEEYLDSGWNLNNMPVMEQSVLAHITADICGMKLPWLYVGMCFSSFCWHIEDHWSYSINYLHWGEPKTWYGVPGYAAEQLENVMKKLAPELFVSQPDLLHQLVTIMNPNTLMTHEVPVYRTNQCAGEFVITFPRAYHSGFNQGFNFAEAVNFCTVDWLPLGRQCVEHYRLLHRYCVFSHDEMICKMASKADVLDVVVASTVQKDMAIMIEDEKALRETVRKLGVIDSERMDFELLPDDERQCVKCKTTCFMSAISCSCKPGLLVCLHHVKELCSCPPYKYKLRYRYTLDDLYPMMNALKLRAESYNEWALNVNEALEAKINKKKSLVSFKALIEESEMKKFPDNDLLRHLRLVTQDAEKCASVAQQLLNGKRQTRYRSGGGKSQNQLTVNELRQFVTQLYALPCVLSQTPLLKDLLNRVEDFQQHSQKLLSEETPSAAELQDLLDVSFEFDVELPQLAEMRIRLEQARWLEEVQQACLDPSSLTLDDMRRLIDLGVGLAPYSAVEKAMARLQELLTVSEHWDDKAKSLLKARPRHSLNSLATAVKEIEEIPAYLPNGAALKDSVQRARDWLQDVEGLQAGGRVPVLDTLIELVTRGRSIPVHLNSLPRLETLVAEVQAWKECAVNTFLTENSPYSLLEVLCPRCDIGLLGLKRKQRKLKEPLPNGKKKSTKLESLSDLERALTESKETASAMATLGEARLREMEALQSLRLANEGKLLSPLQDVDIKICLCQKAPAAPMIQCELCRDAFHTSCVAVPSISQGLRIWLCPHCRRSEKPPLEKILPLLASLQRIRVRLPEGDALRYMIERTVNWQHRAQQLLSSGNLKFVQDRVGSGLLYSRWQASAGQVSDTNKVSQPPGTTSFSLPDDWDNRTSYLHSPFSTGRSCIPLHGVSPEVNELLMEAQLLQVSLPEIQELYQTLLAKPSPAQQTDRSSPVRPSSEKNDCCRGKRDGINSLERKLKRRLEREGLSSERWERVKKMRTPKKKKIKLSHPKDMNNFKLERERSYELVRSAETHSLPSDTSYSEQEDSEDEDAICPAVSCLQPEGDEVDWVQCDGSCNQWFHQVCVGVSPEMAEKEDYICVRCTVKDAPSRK
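qHTS format, multiple compound concentrations. Buffer 50 mM HEPES pH 7.5/0.01% Tween-20; 200 nM KDM5BΔAP final; 10 min compound preincubation; substrate-mix levels 12.5 µM peptide, 25 µM α-KG, 0.25 mM NAD⁺; 30 min RT; ΔRFU.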
The depositor's hits bear a star; i = inactive; ? = inconclusive; [ ] = remark or other dose. Potency is the fitted concentration of half-maximal effect. The list is partial; the hit share may differ from the screen's.

SMILES | KDM5B inh
Cc1cc(NC(=O)c2ccc3c(c2)N(Cc2cccc(Cl)c2)C(=O)c2ccccc2S3=O)ccc1Br (centres undefined) | -5%
O=S(=O)(c1ccccc1)N1CCC(n2cnnc2C2CC2)CC1 | -13%
CCCCSCCCNC(=O)c1cn(C)c2ccc(S(=O)(=O)N3CCCCCC3)cc2c1=O | -12%
COCCOC1CCN(C(=O)Nc2ccc(OC)cc2)CC1 | 11%
Cn1cccc1CN1CCC2(CC1)CNc1ccccc1[S+](=O)([O-])N2 | -25%
O=C(NC1CC1)[C@@H]1C[C@H](Oc2cccnc2)CN1C(=O)CCC1CCCC1 | -7%
Oc1ccccc1C=Nc1cc(C(F)(F)F)ccc1Oc1ccc(Cl)cc1 | -18%
CCOc1cc(CNCC(O)c2ccccc2)ccc1Oc1nnnn1-c1ccccc1 (centres undefined) | -10%
CC(C)c1noc(-c2cn(C3CCN(C(=O)Cc4ccc(Br)cc4)C3)nn2)n1 (centres undefined) | 0%
N#Cc1cccc(NC(=O)COc2ccc(-c3nnc4n3CCCC4)cc2)c1 | 14%
CC1(C)CC(Nc2ncnc3ccccc23)CC(C)(C)N1 | -1%
CCc1nn2c(-c3ccccc3OC)ccnc2c1-c1ccccc1 | -10%
O=c1n(-c2ccncc2)nc2n1CCN(Cc1ccccc1)C2 | -14%[86.2 µM]
COCc1ncc(C)n1CCNC(=O)c1cc(-c2cc(C)ccc2C)n[nH]1 | 2%
COc1cccc(CNC(=O)c2ccc(Oc3ccccc3)cc2)c1 | 8%
COc1cc2c(cc1CNC(=O)C1CC(=O)N(Cc3cccnc3)C1)CCC2 (centres undefined) | -5%
Cc1cccc(OCCc2noc(C3CCCCN3C(=O)c3ccc(C)nc3)n2)c1 (centres undefined) | -8%
COc1ccc(/C=C/C(=O)c2ccc(C(=O)/C=C/c3ccc(OC)c(OC)c3)cc2)cc1OC | 6%
CN(C(=O)CSc1nc2ccc(NC(=O)COc3ccc(Cl)cc3)cc2s1)c1ccccc1 | -19%
CCc1ccccc1S(=O)(=O)N1CCC(n2cnnc2C(C)C)CC1 | 9%
CCC(C)NC(=O)c1cnn(-c2cccc(F)c2)c1-n1cccc1 (centres undefined) | -23%
Cc1ccsc1/C=N/N=C(c1ccccc1)c1ccccc1 | -18%
CCC(=O)Nc1ccc(-c2nnc3n2CCCC3)cc1 | 23%
O=C(NCCN1CCCCC1)c1ccc(N2CC3CC(C2)[C@H]2CCCC(=O)N2C3)nc1 (some centres undefined) | -31%

Quoted from the listing:
`COc1ccc(/C=C/C(=O)c2ccc(C(=O)/C=C/c3ccc(OC)c(OC)c3)cc2)cc1OC` @ KDM5B inh = 6%
`COc1cccc(CNC(=O)c2ccc(Oc3ccccc3)cc2)c1` @ KDM5B inh = 8%
`Cc1ccsc1/C=N/N=C(c1ccccc1)c1ccccc1` @ KDM5B inh = -18%
`COCc1ncc(C)n1CCNC(=O)c1cc(-c2cc(C)ccc2C)n[nH]1` @ KDM5B inh = 2%

Going on with the list:
SMILES | KDM5B inh
CC(=O)Nc1ccc(/C=C/C(=O)N(C)C(C)c2ccc(C)s2)cc1 (centres undefined) | 6%
COCc1nc(CCNC(=O)c2ccc(OC)nc2)no1 | 14%
CCCn1c(N2CCN(CCc3ccccc3)CC2)nc2c1c(=O)[nH]c(=O)n2C | -8%
N#Cc1ccc(CN2C[C@@H](CO)[C@H](c3ccccn3)C2)cc1 | -16%
COc1nc2c(cc1CNC(=O)CC1CCC(=O)N1)C(=O)N(C1CCCC1)C2 (centres undefined) | -4%
O=C(Nc1cnc(-c2ccccc2)nc1)c1ccc(C2SCCCS2)cc1 | 22%
O=C1Nc2ccccc2C12CN(Cc1ccc(F)cc1)C2 | 27%[149 µM]
Cc1ccc2nc(NCc3ccc(F)cc3)c3nncn3c2c1 | ?
O=C(c1ccncc1)N1CCCC(COc2ccccc2C(=O)N2CCCCC2)C1 (centres undefined) | -1%
Cc1cnc(=O)[nH]c1SCC(=O)Nc1cc(C(F)(F)F)ccc1Cl | 6%
COc1ccc(C(C)NC(=O)c2c(C)noc2C)cc1OC (centres undefined) | 5%
O=C(CCC1CCCC1)N1CCCC(CN2CCCC2)CC1 (centres undefined) | ?
CC(C)[C@H](NC(=O)c1ccc(Br)cc1)C(=O)NC1CCCCC1 | -7%
CCOC(=O)Cn1c(C)c(Br)c(COC)c(C#N)c1=O | -52%
O=C(NCc1cccc(F)c1)c1c(OCC2CC2)cc(=O)n2c1CCCCC2 | -2%
Cc1noc(C)c1C(=O)N1Cc2ccccc2CC2(CCCN2C)C1 (centres undefined) | -28%[115 µM]
O=C1NCc2ccccc2CC12CCCN2Cc1cc(F)ccc1F (centres undefined) | 31%[activator][115 µM]
COc1ccc2[nH]c(=O)c(CCC(=O)N3CCN(c4ccccn4)CC3)cc2c1 | ?
F[C@@H]1CN(C2CCOCC2)C[C@@H]1OCc1nc2ccccc2[nH]1 | ?
Cc1ccc(CNC(=O)[C@H]2CN(Cc3ccccc3)C[C@H]2C(=O)O)o1 | 9%
Cc1cc(O)c2c(C)c(CC(=O)Nc3nc4ccccc4[nH]3)c(=O)oc2c1 | -34%
Cc1ccc(NC(=O)Nc2ccccc2)c(=O)n1CC(=O)NCC1CCCO1 (centres undefined) | ?
CSc1cccc(NC(=O)c2cc3c(N4CCCC4)nc(C)cn3n2)c1 | i
Cc1ccc(CNC(=O)C(=O)c2c[nH]c3ccccc23)cc1 | -10%

Grouped by structure, those above with an NH in an aromatic ring
SMILES | KDM5B inh
COCc1ncc(C)n1CCNC(=O)c1cc(-c2cc(C)ccc2C)n[nH]1 | 2%
CCCn1c(N2CCN(CCc3ccccc3)CC2)nc2c1c(=O)[nH]c(=O)n2C | -8%
Cc1cnc(=O)[nH]c1SCC(=O)Nc1cc(C(F)(F)F)ccc1Cl | 6%
COc1ccc2[nH]c(=O)c(CCC(=O)N3CCN(c4ccccn4)CC3)cc2c1 | ?
F[C@@H]1CN(C2CCOCC2)C[C@@H]1OCc1nc2ccccc2[nH]1 | ?
Cc1cc(O)c2c(C)c(CC(=O)Nc3nc4ccccc4[nH]3)c(=O)oc2c1 | -34%
Cc1ccc(CNC(=O)C(=O)c2c[nH]c3ccccc23)cc1 | -10%

More entries.
SMILES | KDM5B inh
CC1=C[C@@H](CNC(=O)CCC(=O)O)[C@H](C(C)C)C[C@H]1Cc1nc2ccccc2[nH]1 | -32%[86.2 µM]
Cc1nnc(N2CCCC(C(=O)Nc3cccc(C(F)(F)F)c3)C2)c2nn(-c3ccccc3)c(C)c12 (centres undefined) | ?
COCCNC(=O)C1CCCN(c2nc3ncccc3o2)C1 (centres undefined) | 28µM*
Cn1cnc(S(=O)(=O)N2CCCN(CC3CCCCC3)CCNC(=O)CC2c2ccccc2)c1 (centres undefined) | -7%
CC1(C)Cc2c(cnn2-c2ccccc2)C(NC(=O)CCCN2CCCC2=O)C1 (centres undefined) | -2%
O=C(NC1CCCCC1)C1CCCN(S(=O)(=O)c2cccc3cccnc23)C1 (centres undefined) | 29%
O=C(c1ccc(F)cc1F)N1CCN(c2cc(-c3ccc(F)cc3)[nH]n2)CC1 | 10%
CS(=O)(=O)N1CCc2ccc(C(=O)Nc3ccc(F)cc3Cl)cc21 | ?
O=C(Cc1ccc(Br)cc1)Nc1ccc(O)c(-c2nc3ccccc3o2)c1 | 21%
Cc1cc(C(=O)N2CCCCCCNC(=O)[C@@H]3C[C@@H](c4nc(-c5cccnc5)no4)C[C@@H]32)nn1C | -15%
CN(C)CCNC(=O)c1nc2nc(-c3ccccc3)c(Nc3ccc(F)cc3)cc2n1C | ?
CN(CC1CCCCC1)C(=O)CN(C)c1ncnc2nc[nH]c12 | -6%
CCOc1ccc(C(=O)N2CCC[C@H]2c2nc(-c3ccc(OC)cc3)no2)cc1OCC | -17%
CCn1c(SCC(N)=O)nc2sc3c(c2c1=O)CCN(C)C3 | ?
CCc1nc2c(c(-c3ccc(O)cc3)n1)CCN(Cc1ccccn1)CC2 | -12%
O=C(NCCc1nccc(-c2ccccc2)n1)C1NCCc2[nH]cnc21 (centres undefined) | -12%
O=C(c1ccncc1)N1CCN(CC2CC=CCC2)CC1 (centres undefined) | ?
CC(C)(Oc1nn(CC2CC2)c2ccc(CN3CCCC3)cc12)C(=O)NCC(F)(F)F | 35µM*
N#Cc1cccc(C(=O)N2CCOCCNC(=O)CC2)c1 | -15%
C1C2CC3CC1CC(C2)C3NC12CC3CC(CC(C3)C1)C2 (centres undefined) | -7%
Cc1cccc(/C=C(/C#N)c2ccc(C(F)(F)F)cn2)c1 | -8%
CCCCn1c(=O)n(Cc2ccc(C#N)cc2)c(=O)c2c1ncn2Cc1ccco1 | -26%
COc1ccc(/C=C(/C#N)c2ccc(Cl)cc2)c(OC)c1C | 8%
O=c1cc(CN2CCCCC2)c2cc(O)c(-c3ccccc3)cc2o1 | 2%

Four entries already listed, ordered by the number in KDM5B inh, largest number first.
SMILES | KDM5B inh
C1C2CC3CC1CC(C2)C3NC12CC3CC(CC(C3)C1)C2 (centres undefined) | -7%
Cc1cccc(/C=C(/C#N)c2ccc(C(F)(F)F)cn2)c1 | -8%
CCc1nc2c(c(-c3ccc(O)cc3)n1)CCN(Cc1ccccn1)CC2 | -12%
N#Cc1cccc(C(=O)N2CCOCCNC(=O)CC2)c1 | -15%

Continued:
SMILES | KDM5B inh
Cc1cc(C(=O)O)c(C)n1Cc1ccncc1 | 8%
CC(C)CNC(=O)N(C)CC1CCOCC1 | -11%
CN(CC1(CO)CCOCC1)C(=O)c1cc(COc2ccccc2)[nH]n1 | -9%
CC(c1cccs1)N(C)C(=O)Cc1ccccn1 (centres undefined) | -11%[86.2 µM]
COc1ccc(-c2nc3scc(CCNS(=O)(=O)c4ccc5c(c4)OCCO5)n3n2)cc1OC | -15%
O=C1CCN(C(=O)c2ccc3ccccc3n2)CCOCCN1 | -15%
COc1ccc(-c2nc3sc(CCNC(=O)C(=O)Nc4ccc(OC)c(OC)c4)c(C)n3n2)cc1 | 6%
CC(C)c1ccc(N(CC(=O)NC2CCCCC2)C(=O)CCC(=O)Nc2ccccn2)cc1 | 20%
CCN(c1ccc(NC(=O)c2cnc3ccccc3n2)cc1)C(C)C | -1%
O=C(c1ccno1)N1CCN2C(=O)N(Cc3cccnc3)C[C@H]2C1 | ?
COc1cn(-c2ccccc2)nc1C(=O)OC(C)C(=O)NC1CCCC1 (centres undefined) | ?
C=CCOc1cccc(NC(=O)c2ccncc2)c1 | 14%
CCS(=O)(=O)N1CCc2cc(C(=O)NC(C)c3ccccc3)ccc21 (centres undefined) | -20%
COCCc1noc([C@@H]2CN(Cc3cccc(OC)n3)C[C@H]2CO)n1 | -1%
Cc1ccc(NC(=O)N[C@@H]2C=C(C(=O)N[C@H](Cc3ccccc3)C(N)=O)C[C@@H](O)[C@@H]2O)cc1 | -12%
CN1CCCCCCN(C(=O)c2ccsc2)[C@H]2CCC[C@H]2C1=O | 1%
CCOc1ccc(CC(=O)N2CCC(Cc3nc(-c4ccccc4)no3)CC2)cc1 | -17%
Cc1ccc(OCC(=O)OCC(=O)NC23CC4CC(CC(C4)C2)C3)cc1C | 11%
Cn1c(N)c(C(=O)Nc2ccc(-c3ccccc3)cc2)sc1=S | ?
COc1ccc(CCC(=O)N2CCC3(CC2)NCCc2c3[nH]c3ccc(OC)cc23)cc1 | ?
Cc1sc(NC(=O)Cc2ccccc2)c(C#N)c1C | -8%
CCN1C(=O)c2ccccc2Sc2ccc(NC(=O)Cc3ccc(OC)cc3)cc21 | -20%
Cc1ccc(NC(=O)CSc2nc3ccccc3nc2Cc2ccccc2)c(C)c1 | 2%
Cn1cnc(S(=O)(=O)N2CCC(Cc3ccc(C(N)=O)cc3)CC2)c1 | -9%

Shown as a hit in KDM5B inh, of those listed so far:
SMILES | KDM5B inh
COCCNC(=O)C1CCCN(c2nc3ncccc3o2)C1 (centres undefined) | 28µM*
CC(C)(Oc1nn(CC2CC2)c2ccc(CN3CCCC3)cc12)C(=O)NCC(F)(F)F | 35µM*

The list goes on.
SMILES | KDM5B inh
Cc1ccsc1CN1CCCC12Cc1ccccc1CNC2=O (centres undefined) | 31%[149 µM]
CCCCn1nnc(NC(=S)NC(=O)c2ccc(OCC)c([N+](=O)[O-])c2)n1 | 1%
CCN(CC(=O)NC(=O)NCc1ccccc1)Cc1ccccc1 | 13%
Cc1ccccc1C(=O)N[C@H]1C[C@@H]2CC[C@H]1C2 | 3%
Cc1nn(C)c(C)c1CN(Cc1cnc(N2CCCCC2)nc1)C1CC1 | ?
NS(=O)(=O)c1ccc(N2CCN(CCOc3ccc(Cl)cc3)CC2)nc1 | -23%
O=[S+]([O-])(c1ccccc1)N1CCC2(CC(c3cccnc3)=NO2)C1 (centres undefined) | 22%[115 µM]
COCCCNC(=O)N1CCCN(Cc2ccncc2)C(c2ccccc2)CC(=O)NCC1 (centres undefined) | 2%
CCn1ncc(C(=O)N[C@@H]2CN(c3ccccn3)C[C@H]2CN(C)C)c1C | 32µM*
CC1(C)Cc2c(C#N)c(Nc3ccccc3)n3c(SCC(=O)N4CCCCC4)nnc3c2CO1 | 4%
Cc1cc(=O)oc2cc(NC(=O)N(C)Cc3ccc(Br)cc3)ccc12 | ?
O=C1CCC2(CNC(=O)c3n[nH]c(=O)c4ccccc34)CCCC=C2N1 (centres undefined) | -2%
Cc1oc(-c2ccccc2)nc1CN1CCCC(C(=O)NCCc2noc(-c3ccccc3)n2)C1 (centres undefined) | -17%
COc1ccc(CC(=O)N2CCC3(CC2)N(C)C(=O)CS3(=O)=O)cc1Cl | 16%
CCCCN(C)CCC(=O)Nc1ccc(Cl)cc1 | -18%
Cc1ccccc1C(=O)N1CCN(c2ccc(NC(=O)c3ccc(OC(C)C)cc3)cc2)CC1 | 5%
Cc1ccc(NC(=O)CN(C)C(=O)C2CCN(c3ccc(C(F)(F)F)cn3)CC2)cc1 | -7%
O=C(O)COc1ccc(C(=O)/C=C/c2ccc(Cl)cc2Cl)cc1 | -15%
CC(=O)c1ccc(NC(=O)C2=CC(c3cccs3)=NS(=O)(=O)N2C)cc1 | ?
CC(NC(=O)c1ccc(CN2C(=O)NC3(CCOCC3)C2=O)cc1)c1ccccc1 (centres undefined) | 9%
